Screening results from PubChem.
Anthrax LF inh2: anthrax lethal factor protease inhibition; AID 588501; hit rate 0.12% among 360,000; multiplex microsphere protease cleavage assay, LF; inhibition, % at 10 µM; further: plate controls were buffer without enzyme for full effect and enzyme alone for no effect
FadD28 binding: blocks FadD28 binding to the bisubstrate probe; inhibition, % at 12.5 µM; hit rate 0.22% among 360,000; AID 588549; fluorescence polarization; in the data active means inhibition above about 8.5%, passing the limit was not always enough; inconclusive means no clear call, values can overlap the other calls
TcdB inh: TcdB glycohydrolase inhibition; hit rate 0.24% among 350,000; inhibition, % at 9.99 µM; AID 652162; TcdB glycohydrolase enzymatic assay, plate reader; P18177; in the data active means inhibition above about 10%
BoNT-F LC inh: inhibitors of Botulinum neurotoxin F light chain protease; Multiplex microsphere protease cleavage assay, flow cytometry; inhibition, % at 10 µM; hit rate 0.22% among 360,000; AID 588497; in the data active means inhibition above about 35%, passing the limit was not always enough; inconclusive means no clear call, values can overlap the other calls; further: plate controls were buffer without enzyme for full effect and enzyme alone for no effect
PrPC surface inh: reduces human prion protein on the cell surface; cell surface PrPC, TR-FRET read-out; inhibition, % at 13.8 µM; hit rate 0.43% among 370,000; in the data active means inhibition above about 24%; further: 0% = median of the test wells and 100% = reference compound wells
PfHsp40 yeast: restores yeast growth despite PfHsp40 toxicity; S. cerevisiae expressing PfHsp40, growth rescue, ATP luminescence; growth rescue, % at 12.5 µM; hit rate 0.68% among 340,000; AID 504582; in the data active means growth rescue above about 28%, passing the limit was not always enough; inconclusive means no clear call, values can overlap the other calls;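 further: yeast W303a lacking pdr1 and pdr3 grown in galactose medium; growth measured after three days at 30 °C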
Y pestis TopoI: blocks Yersinia pestis topoisomerase I activity | Y. pestis Topo-I cleavage product accumulation, plate reader | hit rate 0.064% among 360,000 | activity, % at 10 µM | AID 504884; in the data active means activity above about 50%, passing the limit was not always enough; inconclusive means no clear call, values can overlap the other calls; further: inactives centre near 2
BoNT-A LC inh2: blocks Botulinum neurotoxin A light chain protease. AID 588499. hit rate 0.17% among 360,000. multiplex microsphere protease substrate cleavage, flow cytometry. inhibition, % at 10 µM; further: plate controls were buffer without enzyme for full effect and enzyme alone for no effect
CCHF vOTU inh: CCHFV vOTU protease inhibition; Pep-AMC fluorescence; inhibition, % at 11.5 µM; hit rate 0.55% among 370,000; in the data active means inhibition above about 30%; further: 0% = vehicle wells with enzyme and 100% = no enzyme wells
Active calls of the source: *; ? = inconclusive; / = not tested or not shown; & = joins results of further samples. Unless noted, no stated cut-off is given here; in the data, active means inhibition above about 30%; inconclusive means no clear call, values can overlap the other calls; inactive means below that.

cpd	Compound	Anthrax LF inh2	FadD28 binding	TcdB inh	BoNT-F LC inh	PrPC surface inh
1	CC1=C(C(=O)OC(C)C)C2(O)C(=O)c3ccccc3C2(O)N1 (stereo not given)	-2	-1.8	/	-10	0
2	COc1cccc2c1CCC(NC(C)=O)C2=O (stereo not given)	1	0.8	-1.1	12	-4
3	Cc1ccc(C2=NN(C(=O)c3ccccc3F)C(c3ccccc3F)C2)cc1 (stereo not given)	-1	-2.8	2.5	9	-7
4	Cc1ccc(NC(=S)NC2CCSc3ccccc32)cc1 (stereo not given)	-4	-2.9	-0.5	-17	11
5	CC1Cc2ccccc2N1S(=O)(=O)c1cccc(C(=O)NCc2ccco2)c1 (stereo not given)	1	-2.6	1.1	9	4
6	COc1ccc2c(c1)C(c1cccs1)=NNC(c1cccnc1)=N2	-13	-2.3	1.2	-4	-4
7	Cc1nnc(NC(=O)c2cccc(Br)c2)s1	-1	-0.1	/	?	-8
8	COc1ccc(Cc2nc3c4c(ncn3n2)Oc2ccc3ccccc3c2C4c2ccc(OC)c(OC)c2)cc1 (stereo not given)	1	0.0	/	-1	-2
9	COC(=O)Cn1c(C)nc2ccccc21	-1	-4.2	/	-2	1
10	CC(=O)Nc1ccc(OCCOc2ccc(/C=C3\C(=N)N4N=C(C)SC4=NC3=O)cc2)cc1	5	/	1.5	-10	-3
11	Cc1cccc(C(=O)Oc2ccc(/C=N/NC(=O)c3cc(O)cc(O)c3)cc2)c1	0	-3.3	1.5	-14	-2
12	COCc1c(C(=O)NC2CCCCCC2)oc2ccccc12	-1	-2.8	/	-3	1
13	Cc1cc(C)cc(C(=O)N2CCN=C2c2ccccc2)c1	3	-0.9	0.6	-3	0
14	COc1nc(Cc2ccc(Cl)cc2)nc2ccccc12	-1	-2.9	0.9	-2	7
15	COc1ccc(OC)c(NC(=O)CCN2CCCC(C)C2)c1 (stereo not given)	-4	-1.0	/	-16	4

cpd	PfHsp40 yeast	Y pestis TopoI	BoNT-A LC inh2	CCHF vOTU inh
1	0.3	8	-0.5	19
2	-3.1	0	1.9	-20
3	-1.2	25	2.2	17
4	-0.4	8	-4.4	6
5	-1.3	17	0.5	9
6	-0.4	3	0.7	3
7	-1.3	-2	0.2	14
8	-0.4	-1	-0.1	6
9	0.6	-6	-0.5	-14
10	-0.4	-9	-4.6	-6
11	2.7	-16	-2.1	19
12	-0.3	23	0.1	-5
13	0.4	-4	0.0	1
14	-2.0	2	-0.2	6
15	1.4	5	1.8	4

Entries of single compounds, quoted from the list.
`COc1nc(Cc2ccc(Cl)cc2)nc2ccccc12` is listed as Anthrax LF inh2: -1; FadD28 binding: -2.9; TcdB inh: 0.9; BoNT-F LC inh: -2; PrPC surface inh: 7; PfHsp40 yeast: -2.0; Y pestis TopoI: 2; BoNT-A LC inh2: -0.2; CCHF vOTU inh: 6
`COC(=O)Cn1c(C)nc2ccccc21` is listed as Anthrax LF inh2: -1; FadD28 binding: -4.2; TcdB inh: /; BoNT-F LC inh: -2; PrPC surface inh: 1; PfHsp40 yeast: 0.6; Y pestis TopoI: -6; BoNT-A LC inh2: -0.5; CCHF vOTU inh: -14

Next section.
cpd	Compound	Anthrax LF inh2	FadD28 binding	TcdB inh	BoNT-F LC inh	PrPC surface inh
16	Nc1ccccc1Oc1c(F)c(F)c(Oc2ccccc2N)c(F)c1F	-2	-1.0	2.0	-6	2
17	C=C1C(=O)[C@]23C[C@H]1CCC2[C@@]1(C)C(C[C@@H]3O)[C@](C)(C(=O)OC)CC[C@@H]1O (stereo not given in full)	3	0.6	1.7	-2	5
18	CCCCNc1c(-c2ccc(OC)c(SC(C)CC)c2)nc2ccc(C)cn12 (stereo not given)	-18&-6	0.1	-1.0&0.7	-35&-69	13&8
19	N#Cc1sc(=O)[nH]c1Cl	-6	0.8	0.4	0	-5
20	Cc1ccc(CN(C)C(=O)C2CCN(C(=O)Nc3ccccc3)CC2)o1	/	0.8	1.0	/	1
21	Cc1cc(=O)oc(C)c1C(=O)OCC(=O)c1ccc(Cl)c(Cl)c1	1	-2.1	/	-2	9
22	CC(C)CCn1c(CN(C)Cc2ccccc2)nc2c1c(=O)n(C)c(=O)n2C	-6	-2.7	/	1	1
23	Cc1nc(Nc2ccc3c(c2)OCO3)c2oc3ccccc3c2n1	-4	0.0	/	-5	8
24	CN1CCC(=NNC(=O)c2ccco2)CC1	-2	-1.5	/	-1	7
25	CCOP(=O)(OCC)C(C)(C)NC(=O)c1cc([N+](=O)[O-])cc([N+](=O)[O-])c1	-3	-0.3	/	1	-52
26	O=C(NCCc1ccc(Cl)cc1)c1cccc(NC2=NC3CS(=O)(=O)CC3S2)c1 (stereo not given)	3	-1.2	0.9	6	2
27	Cc1nc2ccccc2c2c1CC(C)S2 (stereo not given)	-5	-1.9	0.1	-7	15
28	C[C@@H]1CN([C@H](C)CO)C(=O)CCCn2nncc2CO[C@H]1CN(C)C(=O)Oc1ccccc1	4	-1.8	1.9&0.7&0.9	-1	4
29	CC1CN(C(=O)c2ccc(Br)c(S(=O)(=O)N3CCOCC3)c2)CC(C)O1 (stereo not given)	6	/	1.2	-1	-1
30	CC(=O)OC(COc1ccccc1)Cn1cnc2cc(C)c(C)cc21 (stereo not given)	2	-1.4	4.1	0	2

cpd	PfHsp40 yeast	Y pestis TopoI	BoNT-A LC inh2	CCHF vOTU inh
16	2.7	2	-0.3	-1
17	/	/	0.9	3
18	1.8	13	-2.6&-3.4	1&-15
19	1.4	4	0.5	2
20	0.3	10	/	-13
21	-2.4	1	-0.2	-2
22	0.6	13	?	7
23	-0.1	2	?	3
24	-1.7	0	-0.4	11
25	-1.1	-11	-0.7	2
26	-2.2	-18	0.6	-3
27	0.2	8	-0.2	-5
28	/	-7	0.1	3
29	0.0	2	2.1	11
30	-1.2	32	-0.8	4

Quoted from above, nos. 19 to 25
cpd	Compound	Anthrax LF inh2	FadD28 binding	TcdB inh	BoNT-F LC inh	PrPC surface inh
19	N#Cc1sc(=O)[nH]c1Cl	-6	0.8	0.4	0	-5
20	Cc1ccc(CN(C)C(=O)C2CCN(C(=O)Nc3ccccc3)CC2)o1	/	0.8	1.0	/	1
21	Cc1cc(=O)oc(C)c1C(=O)OCC(=O)c1ccc(Cl)c(Cl)c1	1	-2.1	/	-2	9
22	CC(C)CCn1c(CN(C)Cc2ccccc2)nc2c1c(=O)n(C)c(=O)n2C	-6	-2.7	/	1	1
23	Cc1nc(Nc2ccc3c(c2)OCO3)c2oc3ccccc3c2n1	-4	0.0	/	-5	8
24	CN1CCC(=NNC(=O)c2ccco2)CC1	-2	-1.5	/	-1	7
25	CCOP(=O)(OCC)C(C)(C)NC(=O)c1cc([N+](=O)[O-])cc([N+](=O)[O-])c1	-3	-0.3	/	1	-52

cpd	PfHsp40 yeast	Y pestis TopoI	BoNT-A LC inh2	CCHF vOTU inh
19	1.4	4	0.5	2
20	0.3	10	/	-13
21	-2.4	1	-0.2	-2
22	0.6	13	?	7
23	-0.1	2	?	3
24	-1.7	0	-0.4	11
25	-1.1	-11	-0.7	2

Continuation:
cpd	Compound	Anthrax LF inh2	FadD28 binding	TcdB inh	BoNT-F LC inh	PrPC surface inh
31	CNCc1ccccc1Sc1ccc(OC)c(OC)c1	1	-4.2	/	?	0
32	COc1ccccc1NC(=O)COc1ccc2c(c1)OCO2	0	-1.7	-2.2	-3	11
33	CC(Nc1[nH]c(=O)n(C)c(=O)c1N=O)c1ccccc1 (stereo not given)	-8	-1.0	-0.4	5	-2
34	COc1ccc(C(CNC(=O)C(CCSC)NC(=O)c2ccccc2OC)N2CCCCC2)cc1 (stereo not given)	-4	0.0	0.8	-3	0
35	Cc1cc(NC(=O)C2CCCCC2)nc2c1c(=O)oc1ccccc12	-1	-2.1	/	9	-2
36	Cc1ccn2nc(C(=O)OCC(=O)N(CC(C)C)C3CCS(=O)(=O)C3)nc2n1 (stereo not given)	9	-1.2	1.0	-3	-6
37	COc1ccc(Cc2nnc(Nc3ccc(C)cc3C)[nH]c2=O)cc1	-2	-0.7	/	4	-1
38	CC(Oc1cccc(Cl)c1)C(=O)Nc1cc(S(=O)(=O)N2CCOCC2)ccc1N1CCCCC1 (stereo not given)	5	-5.4	1.1	-1	4
39	Cc1noc(C)c1NC(=O)N(C)C[C@@H]1Oc2ncc(Br)cc2C(=O)N([C@@H](C)CO)C[C@@H]1C	-1	-3.2	0.9&0.4	-5	5
40	Cc1cc(C)nc(NC(=O)CSc2nc3ccccc3s2)n1	1	0.8	-0.1	5	2
41	COc1cc2ccccc2cc1C(=O)NC1CCCC1	-19	-3.7	2.2	-45	-3
42	C=CCNC(=O)N1C2=NC(C(=O)OC)=C(C(=O)OC)[C@@H]3N(Cc4ccccc4)c4ccccc4[C@]23C[C@H]1C(=O)OC	2	-0.8	0.2	0	-6
43	N=c1n(-c2ccccc2)c(O)cc(=O)n1-c1ccccc1	0	1.8	/	-7	5
44	CCCNC(=O)C1(C)CCN(C(=O)c2ccc3sccc3c2)C1 (stereo not given)	4	-0.8	0.7	3	-5
45	CCOc1ccc2ccccc2c1C1NC(=O)N(C)C(C)=C1C(=O)OCCOC (stereo not given)	-2	-1.9	0.2	0	-2

cpd	PfHsp40 yeast	Y pestis TopoI	BoNT-A LC inh2	CCHF vOTU inh
31	-1.3	-2	0.6	4
32	-0.6	-6	-1.5	3
33	-1.4	3	0.3	-5
34	0.1	4	5.1	-8
35	-0.9	1	0.5	13
36	-0.3	2	2.9	-8
37	0.0	7	0.0	-2
38	2.1	71*	0.8	10
39	/	0	0.2	17
40	-0.2	13	?	-7
41	-1.0	-2	0.3	-5
42	-0.2	15	0.0	-7
43	0.4	-1	-2.6	9
44	/	0	-0.6	8
45	1.2	6	0.7	-2

The listing continues:
cpd	Compound	Anthrax LF inh2	FadD28 binding	TcdB inh	BoNT-F LC inh	PrPC surface inh
46	COc1ccc(N2C(=O)NC(=O)/C(=C\c3cn(CC(=O)N4CCOCC4)c4ccccc34)C2=O)c(OC)c1	0	1.9	1.9	1	-1
47	C=CCNc1ncnc2c1cnn2-c1ccc(Cl)cc1	6	-1.7	1.7	-10	-5
48	CCc1nnc(NC(=O)CSc2nnc(Cc3cc(=O)[nH]c(=O)[nH]3)n2-c2cccc(OC)c2)s1	-2	-2.5	0.5	-2	0
49	Cc1ccc(C(=O)NCc2ccc(F)cc2)s1	6	-1.7	0.2	?	4
50	CC(C)NC(=O)C(C)n1cccc1C(=O)c1ccccc1 (stereo not given)	-3	-3.6	/	3	-2
51	CCOC(=O)CNC(=O)Nc1nnc(-c2ccc(OCC)cc2)o1	-1	-0.6	/	5	0
52	Cc1ccc(F)c([C@H]2[C@@H]3C=CCC[C@@]3(C)C(=O)N2Cc2ccccc2)c1	8	-2.7	2.2	2	1
53	CC(=O)c1c[nH]c(C(=O)NCc2cccc(C(F)(F)F)c2)c1	-4	-0.2	1.4	8	4

cpd	PfHsp40 yeast	Y pestis TopoI	BoNT-A LC inh2	CCHF vOTU inh
46	-0.1	13	0.4	4
47	-0.4	5	-0.1	9
48	0.0	2	-0.3	1
49	-0.9	-5	-0.6	-11
50	-2.0	3	0.0	1
51	-1.5	4	-0.2	-4
52	-0.1	-3	0.4	15
53	-1.4	7	-0.7	-5
